ELG1 repair inh = blocks ELG1-dependent DNA repair in HEK293T cells. HEK293T ELG1-luciferase reporter, luminescence, 16 h; DNA damage induced by 5-fluorouridine. Potency, µM (series often up to 46.1 µM), inactives show top-dose activity change, negative = inhibition, actives largely listed as inhibitors. 2.3% of 330,000 active. AID 504467; also: potency is read from the fitted curve at half-maximal effect; % is scaled to controls: 0 for no effect and ±100 for the full control effect; nearly all actives have a fitted effect of over 55% in size
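Cells (2,000 per well) received 5-fluorouridine plus test compound or DMSO and were incubated 16 hr at 37 °C, 5% CO2. Luciferase activity was read by luminescence 30 min after ONE-Glo addition; signal suppression marked inhibition of damage-induced ELG1 function.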
KCNH2 3.1 inh = blocks the human KCNH2 3.1 channel isoform. U2OS KCNH2 3.1, thallium flux FluxOr; active compounds read low. AID 720553. 0.95% of 340,000 active. activity change, % (tested at about 1.8 µM);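 active = maximum activity change below -70%; inconclusive = maximum activity change from -70% to -50%; inactive = maximum activity change above -50%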;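 also: thallium influx rate constant from kinetic fluorescence after stimulation buffer; % is scaled to controls: 0 for no effect and ±100 for the full control effect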
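Channel expression came from 3.1 mutant virus (1.77 x 10^8 /mL) applied to suspended U2OS cells for 4 h. Flux was tracked with FluxOr dye plus Red40 quencher, and kinetic rate constants normalized to controls.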
A-T KAP1 phos = potential ataxia-telangiectasia treatments restoring KAP-1 phosphorylation | […] A-T fibroblasts, KAP-1 phosphorylation AlphaLISA; neocarzinostatin DNA damage 30 min before lysis | Potency, µM (highest dose often 57.5 µM), for the others: at the highest dose activation, hits mostly activators | 0.19% of 320,000 active | AID 485349; also: potency is read from the fitted curve at half-maximal effect; % of control where 0% means no effect; nearly all actives have a fitted effect of over 45% in size
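ATM-like activity read as KAP-1 phosphorylation via AlphaLISA donor/acceptor antibody pairs after lysis and 6 hr at 25C. Cells were ATM-null patient fibroblasts ([…], hTERT), dosed 60 min, then exposed to the DSB inducer NCS for 30 min.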
TRPV1 ag = activates the human vanilloid receptor TRPV1. AID 540275. 0.19% of 320,000 active. Q8NER1. TRPV1-expressing cells, Fluo-8 calcium influx, agonist mode. activation, % at 8.33 µM; in the data active = activation above about 80%; inconclusive = between about 30% and that limit; also: 0% is about no effect
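Fluo-8 calcium influx in TRPV1-expressing cells, kinetic read (ex 480/em 520 nm). Compound added and read 3 min for agonist activity, followed by capsaicin at EC20 final and 2 min further read for enhancement.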
hERG WT inh = KCNH2 (human, wildtype) channel inhibition. U2OS, BacMam KCNH2, thallium flux FluxOr; active compounds read low. activity change, % at 1.84 µM. 0.37% of 340,000 active;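 active = maximum activity change below -70%; inconclusive = maximum activity change between -70% and -50%; inactive = maximum activity change above -50%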; also: % is scaled to controls: 0 for no effect and ±100 for the full control effect
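U2OS cells were transduced with wild-type KCNH2 virus (2.03 x 10^8 / mL) for 4 h at room temperature, then cultured overnight at 37 C. Thallium flux was read with FluxOr dye. Rate constants were normalized to DMSO controls.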
TSHR antagonist = human thyrotropin receptor antagonism; 0.2% of 330,000 active; TSHR-expressing cells, TSH-stimulated cAMP HTRF, 2 h; active compounds read low; activity change, negative = inhibition, % at 11.5 µM;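 active = activity change below a set negative limit, meaning inhibition stronger than a set level, cut at about -70% in these data; inconclusive = activity change between two set negative limits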; also: % is scaled to controls: 0 for no effect and ±100 for the full control effect
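Read-out is FRET at 665 nm (cryptate excitation 337 nm) from a cryptate-tagged anti-cAMP antibody, competed by cell cAMP against cAMP-d2. Compounds are tested on freshly harvested TSHR cells challenged with 4nM TSH (EC80) for 2 hours at 37 deg C.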
Mito fusion yeast = inhibitors of mitochondrial division or activators of mitochondrial fusion; S. cerevisiae fusion-defective mutant growth rescue, CellTiterGlo 48 h; Potency, µM (top dose mostly 46.1 µM), inactives show at the highest dose growth rescue (activation), hits mostly activators; 0.23% of 320,000 active;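 also: potency is read from the fitted curve at half-maximal effect; % of control where 0% means no effect; nearly all actives have a fitted effect of over 45% in size; temperature-sensitive fusion mutants such as fzo1-1 at 37 °C on non-fermentable ethanol glycerol medium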
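Yeast fusion mutant, YPEG (non-fermentable carbon), compound, 48 h at 37C non-permissive; CellTiterGlo added, 10 min RT, luminescence read. Rescued growth = division inhibition.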
Eya2 phos inh = blocks the phosphatase activity of human Eya2; O00167; recombinant Eya2, OMFP fluorescence dephosphorylation (OMFP is methylfluorescein phosphate); Potency, µM (doses to about 76.9 µM), without a hit: top-dose activity, negative = inhibition, actives largely listed as inhibitors; 0.006% of 330,000 active; also: potency is read from the fitted curve at half-maximal effect; % is scaled to controls: 0 for no effect and ±100 for the full control effect
Target sequence (O00167 whole entry, looked up): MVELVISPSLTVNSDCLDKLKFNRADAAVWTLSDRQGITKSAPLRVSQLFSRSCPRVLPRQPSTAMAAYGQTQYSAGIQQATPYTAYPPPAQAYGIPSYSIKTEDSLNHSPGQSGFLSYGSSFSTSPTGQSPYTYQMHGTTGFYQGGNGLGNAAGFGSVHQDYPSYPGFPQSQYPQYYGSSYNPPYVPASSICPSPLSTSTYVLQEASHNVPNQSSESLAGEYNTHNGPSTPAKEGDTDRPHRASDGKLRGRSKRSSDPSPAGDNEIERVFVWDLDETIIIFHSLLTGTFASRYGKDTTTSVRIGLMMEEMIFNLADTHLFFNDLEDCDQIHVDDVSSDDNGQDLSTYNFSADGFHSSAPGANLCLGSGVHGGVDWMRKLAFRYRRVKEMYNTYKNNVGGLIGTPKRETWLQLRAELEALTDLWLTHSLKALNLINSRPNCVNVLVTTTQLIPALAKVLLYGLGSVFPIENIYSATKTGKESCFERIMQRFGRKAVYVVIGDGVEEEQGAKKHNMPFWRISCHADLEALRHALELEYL
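Eya2 (0.2 uM) preincubated 10 min at ambient with compound, then OMFP substrate added at 50 uM; 10 min reaction in 50 mM HEPES pH 7.5, 50 mM NaCl, 5 uM MgCl2, 0.05% BSA, 1 mM DTT. Fluorescence read at Ex 485/Em 525 nm.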
USP2a inh = blocks human ubiquitin-specific protease USP2a | O75604 | 0.01% of 330,000 active | AID 463254 | USP2 core, Ub-CHOP2 coupled fluorogenic reporter, 485/531 | Potency, µM (series often up to 38.3 µM), without a hit: at the top dose activity change, negative = inhibition, most hits filed as inhibitors;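 also: potency is read from the fitted curve at half-maximal effect; plate controls were DMSO wells for no effect and full inhibition by NEM control for full effect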
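Deubiquitinase activity read as fluorescence (485/531 nm) after Ub-CHOP2 cleavage activates the enterokinase reporter on its substrate; USP2 core 10nM, Ub-CHOP2 and substrate 25nM each, 30min compound preincubation then 60min RT; data normalized to NEM, curves fitted.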
TCR act = activators of T cell receptors. primary human leukocytes, anti-CD3, IL-2 HTRF, 48 h. Potency, µM (series often up to 9.22 µM), for inactives: top-dose activation of IL-2 secretion, usual class: activators. 330,000 tested, under 10 active; also: % of control where 0% means no effect
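Human primary leukocytes + a-CD3 beads + cpd, 48 hr; IL-2 in supernatant by HTRF (ex 320nm / em 665nm). No co-stimulatory signal supplied.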
Starred values were filed as active, the others as inactive; ? = inconclusive; . = no result given; [ ] = another dose, or the depositor's remark. Unless noted, calls follow the shape of the dose curve; as a rule, active = well fitted curve in the direction sought with a large enough effect; inconclusive = small, poorly fitted or top-dose-only effect, or another doubt; inactive = no such curve, though single readings can be large; an effect the other way counts as inactive or inconclusive. The list is partial; rates above refer to the full screens.

SMILES	ELG1 repair inh	KCNH2 3.1 inh	A-T KAP1 phos	TRPV1 ag	hERG WT inh	TSHR antagonist	Mito fusion yeast	Eya2 phos inh	USP2a inh	TCR act
Cc1occc1C(=O)N/N=C/c1ccccc1[N+](=O)[O-]	?	2.4	-3.2%	7.1	4.5	9.7	-2.7%	-21.7%	1.1%	4.6%
CCOc1ccccc1NC(=O)c1ccc(C(=O)Nc2ccccc2OCC)nc1	?	1.9	4.8%	0.8	-1.9	-1.0	-7.7%	-5.2%	0.7%	-4.1%
OCC1CCCN(C(=S)Nc2ccc(OC(F)F)cc2)C1 (centres undefined)	?	9.5	-5.3%	1.7	-14.1	4.3	-1.7%	3.7%	1.1%	1.9%[46.1 µM]
O=C(Nc1cc(Sc2ccccn2)cc([N+](=O)[O-])c1)c1ccc(Cl)cc1	?	-18.6	3.6%	8.4	0.6	-25.9	-1.4%	1.2%	1.8%	-2.2%
COC(=O)c1ccc(S(=O)(=O)N2CCOCC2)o1	-6.0%	14.4	5.7%	-2.7	-29.8	0.0	-1.0%	-0.5%	1.0%	-0.9%
Cc1ccc2nc(SCC(=O)NC(=O)NCc3ccco3)[nH]c2c1	-19.3%	-2.2	12.6%	-0.1	-8.3	14.4	5.5%	-7.2%	-5.5%	1.8%
CCc1c(C#N)c(SCCC(=O)Nc2ccc(F)cc2)nc2c1C(=O)CC(C)(C)C2	?	-0.6	-3.9%	?	-4.6	-14.1	10.7%	-6.7%	2.2%	2.3%
Cc1c(C(N)=O)sc2nc(-c3ccccc3)cn12	?	15.6	-3.0%	19.5	-0.6	-5.8	-10.2%	-1.8%	-0.1%	-2.6%
S=C(c1ccccc1)N1CCCC1	-1.3%	0.4	3.1%	1.4	4.7	-4.2	-5.3%	-2.0%	-0.5%	5.2%
Fc1ccc(C(c2nnnn2Cc2cccs2)N2CCN(C3CCCCC3)CC2)cc1 (centres undefined)	1.3%	-23.0	-0.6%	0.1	13.0	2.7	-3.0%	-22.4%	1.0%	-4.3%
COc1cc(C(=S)N2CCOCC2)ccc1O	-18.1%	-18.2	1.5%	-0.1	-5.9	3.4	-5.0%	2.6%	-0.8%	1.8%
CCN(CC(=O)Nc1ccc(NC(C)=O)cc1)C(=O)CCCOc1cccc(C)c1	-17.0%	-6.2	-2.4%	0.2	-1.2	-10.6	4.6%	0.7%	-0.4%	3.3%
CCOC(=O)CNc1ncnc2nc[nH]c12	3.7%	1.8	6.1%	-2.8	-23.9	-3.3	0.5%	-17.9%	0.4%	-11.9%
CCOC(=O)COc1ccc2c(c1)C(=O)CC1(CCN(C(C)=O)CC1)O2	-3.3%	1.1	-3.4%	1.9	-6.9	-13.4	-1.4%	7.2%	2.2%	.
CC(NC(=S)NC1CCCCC1)C(c1cccs1)N1CCOCC1 (centres undefined)	-2.5%	14.3	-2.2%	23.1	-0.3	-3.0	0.2%	11.6%	0.0%	-3.6%
CN(C)c1cccc(C(=O)N2CCCC(C(=O)c3cc(F)ccc3F)C2)c1 (centres undefined)	-1.0%	-5.1	0.8%	12.8	-11.1	-1.1	3.5%	-7.9%	-2.0%	-4.1%
COCCCNC(=O)CCC(=O)Nc1ccc2nc(N3CCOCC3)cc(C)c2c1	?	-11.8	-12.4%	0.5	1.3	1.0	0.3%	-5.6%	0.1%	-0.2%
CC(=O)Nc1ccc(N=Cc2ccc[nH]2)cc1	11.9%	6.8	2.9%	-5.6	3.9	-3.7	-0.3%	-15.0%	-2.1%	-0.7%
Cc1occc1C(=O)OCC(=O)Nc1ccc(F)cc1	?	-8.7	0.4%	?	-12.4	2.4	-0.3%	2.1%	1.0%	1.4%
CCOC(=O)C1C(=O)NC(c2ccccc2)=NC1c1ccc(C(C)C)cc1 (centres undefined)	-0.9%	-0.2	12.0%	12.6	4.3	-2.0	-0.2%	20.6%	0.2%	12.8%
O=C(Nc1ccccn1)C(NS(=O)(=O)c1cccc2nsnc12)c1ccccc1 (centres undefined)	-18.1%	5.2	0.6%	-1.2	3.6	7.3	1.0%	12.2%	2.3%	2.3%
O=C(CN1CCOCC1)Nc1nc2ccc(F)cc2s1	?	-1.0	-2.0%	-2.6	-5.9	3.5	-1.7%	2.4%	5.9%	2.5%
COc1ccc(C(=O)NCC(=O)OCC(=O)N(C)c2ccccc2)cc1	11.3%	-0.3	0.0%	0.1	-3.7	-4.4	-7.2%	-1.5%	1.1%	-2.9%
O=C(NCc1cccc(Cl)c1)N1CCN(S(=O)(=O)c2ccccc2F)CC1	-10.6%	14.4	-1.2%	?	-3.5	-8.1	1.2%	1.9%	0.5%	-10.9%
C=C(C)c1cccc(C(C)(C)NC(=O)Nc2cccnc2)c1	?	-0.2	4.5%	97.6*	8.1	0.9	1.6%	-4.6%	-1.6%	-4.6%
CCc1noc(C)c1C(=O)N1CCN(S(=O)(=O)c2ccc(Br)cc2Cl)CC1	0.1%	1.8	0.1%	3.4	-9.1	13.2	3.1%	4.8%	0.5%	.
Cc1cc(C)c[n+](CC(=O)c2cc3ccccc3oc2=O)c1	-1.0%	-0.3	5.2%	-2.1	6.3	-1.1	-1.6%	-4.3%	1.7%	-2.6%
COc1ccc(CCn2c(=N)c(C(=O)NCc3ccco3)cc3c(=O)n4ccccc4nc32)cc1	16.4µM*	-13.4	2.8%	?	-48.8	-15.3	5.0%	4.1%	0.1%	.
Cc1ccc(NC(=O)CSc2nnc(N)s2)c([N+](=O)[O-])c1	-5.0%	2.8	-0.1%	0.1	-7.9	-7.4	27.0%	-1.9%	1.6%	-2.0%
Cc1cc(NCCCn2ccnc2)n2c(nc3ccccc32)c1C#N	-17.3%	3.2	7.6%	0.7	5.0	-10.4	-0.2%	2.0%	2.2%	3.5%
Cc1nnc(Sc2nc3c(c(=O)[nH]c(=O)n3C)n2Cc2ccccc2)s1	1.1%	-1.2	2.7%	-4.0	-10.8	-7.8	0.7%	-0.5%	-0.9%	0.9%
CCOC(=O)C1=C(C)NC(=O)NC1c1ccc(OCC(=O)Nc2ccccc2)c(OC)c1 (centres undefined)	-15.2%	-1.1	-12.3%	-2.8	-9.3	3.3	-9.5%	-34.0%	0.6%	-6.0%
Cc1ccc(-n2cc(CNCC3CC(=O)N(C4CC4)C3)c(-c3cccc(C)c3)n2)cc1 (centres undefined)	?	-2.4	15.0%	-7.0	6.0	27.7	-9.7%	-10.5%	-9.3%	-8.2%
O=C(c1ccc2ccccc2c1)C1CCCN(C(=O)c2noc3c2CCCC3)C1 (centres undefined)	?	4.9	14.0%	?	-4.6	-8.7	10µM*	-0.8%	-9.4%	-7.0%
Cc1ccc(-c2noc(-c3cccs3)n2)cc1	?	-13.9	17.6%	2.3	-19.4	-7.1	2.2%	5.6%	-4.7%	2.5%
Cc1ccc(Cl)cc1N1C(=O)CC(Sc2ncccn2)C1=O (centres undefined)	-5.5%	-0.7	2.7%	3.5	-5.8	-0.1	-25.4%	-18.9%	-0.4%	-1.0%
O=C(O)C1CC=CCC1C(=O)NCc1ccc2c(c1)OCO2 (centres undefined)	0.0%	-10.2	0.1%	0.1	-19.4	1.4	-2.4%	4.3%	-1.8%	4.7%[46.1 µM]
O=C(c1ccc(F)cc1Cl)N(Cc1ccco1)C1CCS(=O)(=O)C1 (centres undefined)	18.0%	6.9	7.4%	0.1	-18.2	-7.4	-4.1%	-20.3%	0.8%	3.3%
O=C(NCCc1c[nH]c2ccccc12)c1cccc(Br)c1	5.3%	-15.8	-3.3%	19.0	-5.1	1.2	-1.9%	8.3%	3.2%	7.8%

4 entries picked at random from the list so far:
SMILES	ELG1 repair inh	KCNH2 3.1 inh	A-T KAP1 phos	TRPV1 ag	hERG WT inh	TSHR antagonist	Mito fusion yeast	Eya2 phos inh	USP2a inh	TCR act
O=C(O)C1CC=CCC1C(=O)NCc1ccc2c(c1)OCO2 (centres undefined)	0.0%	-10.2	0.1%	0.1	-19.4	1.4	-2.4%	4.3%	-1.8%	4.7%[46.1 µM]
O=C(c1ccc(F)cc1Cl)N(Cc1ccco1)C1CCS(=O)(=O)C1 (centres undefined)	18.0%	6.9	7.4%	0.1	-18.2	-7.4	-4.1%	-20.3%	0.8%	3.3%
O=C(Nc1cc(Sc2ccccn2)cc([N+](=O)[O-])c1)c1ccc(Cl)cc1	?	-18.6	3.6%	8.4	0.6	-25.9	-1.4%	1.2%	1.8%	-2.2%
COc1ccc(CCn2c(=N)c(C(=O)NCc3ccco3)cc3c(=O)n4ccccc4nc32)cc1	16.4µM*	-13.4	2.8%	?	-48.8	-15.3	5.0%	4.1%	0.1%	.

Screens as filed in PubChem.
